Rpn11 block: Rpn11 (PSMD14) deubiquitinase inhibitors, primary screen, biochemical, fluorescence polarization, uHTS; 26S proteasome non-ATPase regulatory subunit 14 (Homo sapiens), O00487; human 26S proteasome, Ub4-pepOG fluorescence polarization; 20S core pre-blocked with epoxomicin; calls only at 20 µM; 360,000 tested, 0.59% active;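 active = inhibition at 20 µM, scaled to each plate's controls, above about 33%, limit read from the data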
Target sequence (O00487 whole entry, looked up): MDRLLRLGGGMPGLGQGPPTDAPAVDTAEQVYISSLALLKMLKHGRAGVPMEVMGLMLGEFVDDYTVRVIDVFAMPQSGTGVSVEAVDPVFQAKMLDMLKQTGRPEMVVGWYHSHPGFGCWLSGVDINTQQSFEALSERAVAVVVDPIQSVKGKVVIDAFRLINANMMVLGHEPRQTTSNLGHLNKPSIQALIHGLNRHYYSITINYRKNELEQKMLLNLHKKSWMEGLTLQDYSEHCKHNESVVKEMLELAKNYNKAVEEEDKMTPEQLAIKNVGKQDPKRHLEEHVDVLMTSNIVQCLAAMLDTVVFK
MT1-MMP act inh: blockers of MT1-MMP proenzyme processing, primary screen, HT1080 RFP-PRO-GFP cells, GFP/RFP fluorescence; Matrix metalloproteinase-14 (Homo sapiens), P50281; GFP/RFP ratio fluorescence, overnight; percent of plate control window, DMSO zero; GFP/RFP ratio change, % at 20 µM; 360,000 tested, 0.061% active;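 active = GFP/RFP ratio change of at least 30% with cell ATP level not reduced by more than half and red fluorescence within 50% of control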; note: strong numbers were not always called active
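Assay system: HT1080 RFP-PRO-GFP cells. Benchmarks: DMSO vehicle wells and RFP-L50D-GFP reporter cell wells. Times: overnight cell settling, then overnight compound exposure, 37 °C, 5% CO2. Compound: 20 µM single dose, 1% DMSO. Read-out basis: GFP/RFP fluorescence ratio.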
FAS-TE inh: FAS thioesterase domain inhibitors, primary screen, biochemical, fluorescence intensity, uHTS; AID 602261, 2012; 360,000 tested, 0.67% active; inhibition, % at 15 µM; Fatty acid synthase (Homo sapiens), P49327; recombinant FAS-TE, OMFH fluorogenic substrate, fluorescence endpoint;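 active = compounds whose normalised, plate-corrected inhibition of enzyme fluorescence in the single-dose primary screen is 50% or more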;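 note: 0% = DMSO with enzyme and 100% = substrate without enzyme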
Neddyl block: inhibitors of cullin neddylation, primary screen, biochemical, TR-FRET, uHTS, NAE and Ubc12 | calls only at 25 µM | 360,000 tested, 0.58% active | NEDD8-conjugating enzyme Ubc12 (Homo sapiens) + NEDD8-activating enzyme E1 regulatory …; in the data active = inhibition above about 36%
NadD block: inhibitors of S. aureus NadD, primary screen, biochemical, colorimetric, uHTS | purified NadD enzyme, colorimetric absorbance read-out | AID 602399, 2012 | 360,000 tested, 0.78% active | Nicotinate-nucleotide adenylyltransferase NadD (Staphylococcus aureus N315) | inhibition, % at 20 µM; in the data active = inhibition above about 26%; note: some compounds past the cut are filed as inactive
CSN deneddyl inh: inhibitors of CSN-mediated cullin deneddylation, primary screen, biochemical, fluorescence polarization, uHTS. COP9 signalosome complex subunit 5 (Homo sapiens), Q92905. Purified CSN, SCF-Nedd8-OG deneddylation. inhibition, % at 12.5 µM. 360,000 tested, 0.38% active;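 active = pattern-corrected inhibition above about 35%, with an unprinted fluorescence ratio check between 0.5 and 1.5, limit read from the data, passing the limit was not always enough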;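 note: 0% = enzyme with substrate and 100% = substrate without enzyme; some results filed as inactive read as strong as hits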
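Test system: purified human Csn5 enzyme expressed in HEK293T cells. Amount: 0.24 nM enzyme. Reagent: SCFSkp2-Nedd8OG substrate at 10 nM final. Schedule: 90 min incubation of compound, enzyme and substrate at room temperature. Detection: fluorescence polarization. Read-out: % inhibition of substrate cleavage by Csn5.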
SKN-1 inh: suppressors of acrylamide-induced Pgst-4::GFP reporter in worms, primary screen, SKN-1 inhibitor project, whole organism, uHTS, GFP/RFP fluorescence ratio, strain VP596; 360,000 tested, 0.49% active; inhibition, % at 21.8 µM; C. elegans VP596 Pgst-4::GFP/RFP ratio, 24 h;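 active = interference check ratio from 0.5 to 1.5 plus GFP to RFP signal ratio inhibition reaching or exceeding a fixed threshold, cut at about 30% in these data, passing the limit was not always enough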; note: some compounds called inactive have numbers as strong as hits
MLLE-PAM2 inh: inhibitors of PABP1 MLLE–PAM2 peptide binding, primary screen, biochemical, fluorescence polarization, FITC-PAM2, GST-MLLE; Polyadenylate-binding protein 1 (Homo sapiens), P11940; inhibition, % at 20 µM; 360,000 tested, 0.36% active; AID 588489, 2011; in the data active = inhibition above about 35%, passing the limit was not always enough;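 note: plate controls were DMSO wells with GST-MLLE for no effect and wells lacking GST-MLLE protein for full effect; some results filed as inactive read as strong as hits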
Target sequence (P11940 whole entry, looked up): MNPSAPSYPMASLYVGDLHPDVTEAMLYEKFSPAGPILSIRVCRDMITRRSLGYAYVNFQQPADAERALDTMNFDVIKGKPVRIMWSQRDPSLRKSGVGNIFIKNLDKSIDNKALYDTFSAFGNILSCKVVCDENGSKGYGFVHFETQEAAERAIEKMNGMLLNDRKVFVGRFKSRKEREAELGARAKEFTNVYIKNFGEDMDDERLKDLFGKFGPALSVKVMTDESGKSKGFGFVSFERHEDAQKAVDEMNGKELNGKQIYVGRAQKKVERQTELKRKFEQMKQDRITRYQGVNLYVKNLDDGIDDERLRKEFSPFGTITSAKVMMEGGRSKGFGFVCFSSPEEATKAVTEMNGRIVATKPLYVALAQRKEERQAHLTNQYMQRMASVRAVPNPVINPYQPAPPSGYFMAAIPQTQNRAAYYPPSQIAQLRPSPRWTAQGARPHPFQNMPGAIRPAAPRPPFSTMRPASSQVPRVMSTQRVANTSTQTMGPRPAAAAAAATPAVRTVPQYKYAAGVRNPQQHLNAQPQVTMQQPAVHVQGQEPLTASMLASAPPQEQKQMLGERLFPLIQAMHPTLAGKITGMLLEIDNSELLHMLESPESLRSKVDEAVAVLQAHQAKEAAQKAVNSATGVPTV
Rin1 Abl inh: inhibitors of Rin1-Abl protein binding, primary screen, biochemical, TR-FRET; 360,000 tested, 0.4% active; inhibition, % at 7.35 µM; AID 588664, 2011; Tyrosine-protein kinase ABL1 (Homo sapiens) + Ras and Rab interactor 1 (Homo sapiens), …; in the data active = inhibition above about 5%, passing the limit was not always enough
The depositor's hits bear a star; i = inactive; . = no result given; + = active, no number. Compounds were not picked by outcome; overall some 3.9% were active at least once.

no. | SMILES | Rpn11 block | MT1-MMP act inh | FAS-TE inh | Neddyl block | NadD block
1 | CC(O)[C@H]1CNC(=S)N1CCc1cccc(F)c1 (stereo not given in full) | i | 0 | -8 | i | 1
2 | COc1cc(C)ccc1OCc1cc(C(=O)NC(C)Cn2cncn2)no1 (stereo not given) | i | 1 | -5 | i | -9
3 | Cc1ccc(S(=O)(=O)N(C)c2ccccc2C(=O)N2CCCC2)cc1 | i | -1 | -9 | i | -2
4 | Nc1ccccc1-c1nc2ccncc2[nH]1 | i | -1 | -8 | . | -2
5 | Cc1ccc(C)c(NC(=O)c2ccc(S(=O)(=O)C(F)F)cc2)c1 | i | -1 | 0 | i | -2
6 | Cc1ccccc1NC(=O)Cn1cnc2c(oc3ccccc32)c1=O | i | 2 | -7 | i | -7
7 | COc1ccc([C@@H](C)NC(=O)c2ccc3oc(C(C)C)nc3c2)cc1 | i | 0 | -4 | i | 0
8 | O=C(CN1C(=O)/C(=C/c2ccc(F)cc2)SC1=S)N1CCN(CCc2ccccn2)CC1 | + | 10 | -2 | i | 13

no. | CSN deneddyl inh | SKN-1 inh | MLLE-PAM2 inh | Rin1 Abl inh
1 | -3 | 19 | -113 | 0
2 | -2 | 0 | 6 | 0
3 | 3 | 12 | -5 | -1
4 | 3 | 13 | 10 | -1
5 | -5 | 10 | -11 | -5
6 | 5 | 4 | 6 | 0
7 | -2 | -3 | -2 | 1
8 | 12 | -14 | -59 | -8

(listing goes on)
no. | SMILES | Rpn11 block | MT1-MMP act inh | FAS-TE inh | Neddyl block | NadD block
9 | O=C(COC(=O)CC1CC2CCC1C2)NC(=O)NC1CCCC1 (stereo not given) | i | 1 | -8 | i | -3
10 | COCCN1C(=O)C(C(=O)OC)CC2=C1CC(C)(C)CC2=O (stereo not given) | i | 3 | -5 | i | 0
11 | C[C@@H]1C=C(C(=O)NCc2nc3ccccc3[nH]2)O[C@H](OCc2ccc(CO)cc2)C1 | i | 3 | -12 | i | -3
12 | O=C(OCc1ccc(F)cc1Cl)c1ccccn1 | i | 0 | -5 | i | -6
13 | CCOc1ccc(C(=O)CCC(=O)N(CC)CC(=O)NCc2cccs2)cc1 | i | -2 | -5 | i | -4
14 | Cc1ccc2nc3c(cc(C(=O)NCC4CCCO4)c(=N)n3CC3CCCO3)c(=O)n2c1 (stereo not given) | i | -1 | -5 | . | -6
15 | COc1cccc(/C=N/NC(=O)c2ccoc2C)c1O | i | -5 | -4 | i | -7
16 | O=C(O)c1cccc(NC2=C(N3CCOCC3)C(=O)c3ccccc3C2=O)c1 | i | 5 | -5 | i | -2

no. | CSN deneddyl inh | SKN-1 inh | MLLE-PAM2 inh | Rin1 Abl inh
9 | 3 | 9 | 4 | 1
10 | -4 | 18 | 8 | -4
11 | 1 | 7 | -1 | 5
12 | -2 | -6 | -2 | 4
13 | 5 | -2 | -3 | -2
14 | 1 | -7 | -4 | -3
15 | 2 | -3 | -13 | -5
16 | 2 | -15 | 24 | 7.2*

Full records from above. Order of screens: Rpn11 block, MT1-MMP act inh, FAS-TE inh, Neddyl block, NadD block, CSN deneddyl inh, SKN-1 inh, MLLE-PAM2 inh, Rin1 Abl inh
Profile of C[C@@H]1C=C(C(=O)NCc2nc3ccccc3[nH]2)O[C@H](OCc2ccc(CO)cc2)C1 = i, 3, -12, i, -3, 1, 7, -1, 5
Profile of O=C(O)c1cccc(NC2=C(N3CCOCC3)C(=O)c3ccccc3C2=O)c1 = i, 5, -5, i, -2, 2, -15, 24, 7.2*
Profile of COc1cccc(/C=N/NC(=O)c2ccoc2C)c1O = i, -5, -4, i, -7, 2, -3, -13, -5
Profile of O=C(COC(=O)CC1CC2CCC1C2)NC(=O)NC1CCCC1 (stereo not given) = i, 1, -8, i, -3, 3, 9, 4, 1
Profile of COCCN1C(=O)C(C(=O)OC)CC2=C1CC(C)(C)CC2=O (stereo not given) = i, 3, -5, i, 0, -4, 18, 8, -4

The list goes on:
no. | SMILES | Rpn11 block | MT1-MMP act inh | FAS-TE inh | Neddyl block | NadD block
17 | CCCc1c(C(=O)NNc2ccccc2OC)cnn1-c1ccccc1 | i | 1 | -4 | i | 1
18 | CCOc1ccc(CO[C@@H]2O[C@H](CO)[C@@H](O)[C@H](O)[C@H]2NC(C)=O)cc1OC | i | -6 | -10 | i | -1
19 | COc1ccc(-n2cnc3cc(N)ccc32)cc1 | i | 6 | -6 | i | 10
20 | COc1cccc(NC(=O)CSc2nnc(CNC(=O)c3ccccc3F)o2)c1 | i | 2 | -3 | i | 0
21 | O=C(N/N=C/c1ccc[nH]1)c1sc2ccccc2c1Cl | i | -170 | 4 | i | 3
22 | Cc1cc(=O)[nH]c2c(C)c(N)ccc12 | i | 4 | -9 | . | 2
23 | COc1cc(OC)c(C(=O)NNC(=O)c2ccccc2-n2cccc2)cc1OC | i | 5 | -2 | i | -4
24 | COc1ccc(OC)c(S(=O)(=O)Nc2ccc(-c3ccc4nnc(C)n4n3)cc2)c1 | i | 3 | -3 | i | -1

no. | CSN deneddyl inh | SKN-1 inh | MLLE-PAM2 inh | Rin1 Abl inh
17 | 2 | 18 | 5 | 0
18 | -4 | -3 | -14 | 4
19 | 7 | 9 | -10 | 1
20 | -2 | 11 | -10 | -1
21 | 1 | 16 | -19 | -3
22 | 6 | -2 | 5 | -2
23 | 0 | -10 | 11 | 0
24 | 3 | -2 | 15 | 1

Remaining list, next part
no. | SMILES | Rpn11 block | MT1-MMP act inh | FAS-TE inh | Neddyl block | NadD block
25 | Cc1ccc(CN/C=C/C(=O)c2ccc(Br)cc2)cc1 | i | 5 | 16 | i | -3
26 | C=CCNC(=O)c1ccccc1NC(=O)C1CC(=O)N(C(C)C)C1 (stereo not given) | i | 0 | -1 | i | 1
27 | COc1cccc(C=NNc2ccc([N+](=O)[O-])cn2)c1OC | i | 1 | -4 | i | 6
28 | CCc1cc[n+](-c2nc3ccccc3nc2[N-]S(=O)(=O)c2ccc(Br)s2)cc1 | i | -49 | -5 | i | 12
29 | COc1ccc(C(=O)Nc2ccc(N3CCN(c4ccc(OC)cc4)CC3)c(C#N)c2)cc1 | i | 3 | -4 | i | 3
30 | CCOc1cc(C2C(C#N)=C(N)OC(C)=C2C(C)=O)c(Br)c(Br)c1OC(C)C (stereo not given) | i | 7 | 72* | i | 6
31 | COc1cccc(-n2c(C)nn(CCOc3ccccc3)c2=O)c1 | i | 2 | -2 | i | 1
32 | O=C(CCNC(=O)c1ccccc1Cl)NCC(c1ccco1)N1CCCC1 (stereo not given) | i | 0 | -8 | i | 2

no. | CSN deneddyl inh | SKN-1 inh | MLLE-PAM2 inh | Rin1 Abl inh
25 | 0 | 23 | 4 | -1
26 | -1 | -1 | -11 | 0
27 | 18 | 12 | -29 | -5
28 | -16 | -8 | 24 | -3
29 | 3 | 2 | 3 | -1
30 | -2 | -5 | 15 | -5
31 | -4 | 2 | -6 | -4
32 | -4 | 8 | -3 | 2

(further entries)
no. | SMILES | Rpn11 block | MT1-MMP act inh | FAS-TE inh | Neddyl block | NadD block
33 | O=C(NCC1CCCO1)c1cccc(S(=O)(=O)N(Cc2ccccc2)c2ccccc2)c1 (stereo not given) | i | -4 | 7 | i | -7
34 | COc1ccc(NC(=O)c2c(C(F)(F)F)nn(C)c2SCc2ccccc2Cl)cc1 | i | -1 | 22 | i | 0
35 | COc1ccc(C(CNC(=O)C2COc3ccccc3O2)N2CCCC2)cc1 (stereo not given) | i | -3 | -5 | i | -6
36 | COc1cc(CN2C[C@@H](CO)O[C@@H](n3cnc4c(NC5CC5)ncnc43)C2)cc(OC)c1OC | i | 6 | -7 | i | 2
37 | COC(=O)CC1Nc2ccccc2SC1=O (stereo not given) | i | 7 | -8 | i | -3
38 | CCOC(=O)Cn1nc(C)c(NC(=O)c2ccc(Cl)c([N+](=O)[O-])c2)c1C | i | -3 | -1 | i | -2
39 | COc1ccc2c(=O)c3c(=O)n(Cc4ccco4)c(-c4ccco4)nc3oc2c1 | i | -6 | 2 | i | 9
40 | O=C(CN(C(=O)CNC(=O)c1ccco1)c1ccc(F)c(Cl)c1)NC1CCCCC1 | i | -1 | 18 | i | -4

no. | CSN deneddyl inh | SKN-1 inh | MLLE-PAM2 inh | Rin1 Abl inh
33 | -4 | -7 | 10 | 1
34 | 0 | 11 | -7 | 0
35 | 0 | 5 | -11 | 3
36 | 2 | -1 | 1 | 4
37 | 4 | 1 | 2 | 2
38 | -7 | -19 | 0 | -1
39 | 37 | -3 | 8 | 4
40 | 5 | 20 | 8 | 0

Continued.
no. | SMILES | Rpn11 block | MT1-MMP act inh | FAS-TE inh | Neddyl block | NadD block
41 | CCN(CC)c1nc2ccccc2[nH]c1=O | i | -15 | -9 | i | -1
42 | CCCCNCCOCCSc1ccc(Cl)cc1 | i | -1 | -7 | i | -2
43 | Nc1nn(-c2ccccc2)nc1C(=O)OCc1ccccc1 | i | 1 | 23 | . | -10
44 | COc1cc(-c2ccc(Nc3ccccc3C(=O)O)c(OC)c2)ccc1Nc1ccccc1C(=O)O | + | 5 | 71* | i | 50*
45 | COc1ccc(C(=O)C2CCCN(C(=O)c3ccccc3C(C)=O)C2)cc1F (stereo not given) | i | -2 | -16 | i | -2
46 | CCCCCCCCCCCCCCCC[N+](C)(C)Cc1ccc(F)cc1 | + | -9 | -138 | i | 13
47 | Cc1ccc(N/C(N)=N/c2nc(CSc3nnc(N)s3)cc(=O)[nH]2)cc1 | i | -5 | -6 | i | 0
48 | CCN(CC)c1ccc(NC(=O)/C=C\c2ccccc2Cl)cc1 | i | 9 | 18 | i | -3

no. | CSN deneddyl inh | SKN-1 inh | MLLE-PAM2 inh | Rin1 Abl inh
41 | 1 | -1 | -1 | -1
42 | 0 | -5 | -7 | 1
43 | 0 | 5 | -16 | -2
44 | 46 | -5 | -8 | 1
45 | 0 | 4 | 1 | 3
46 | 10 | 25 | 1 | 2
47 | -6 | 8 | 6 | -2
48 | -3 | 4 | -22 | -1

Following part
no. | SMILES | Rpn11 block | MT1-MMP act inh | FAS-TE inh | Neddyl block | NadD block
49 | Cc1cc(NC(=O)Nc2ccccc2[N+](=O)[O-])no1 | i | -1 | -6 | i | 1
50 | CCCNC(=O)N1CCN(C(=O)NCCC)CC1 | i | -1 | -16 | i | -5
51 | COc1ccc(NC(=O)NC2(C(=O)N3CCCCC3)CCCCC2)cc1 | i | 2 | -2 | i | 2
52 | CC(C)OCCCNC(=O)CN1C(=O)/C(=C/c2ccccc2F)Oc2ccccc21 | i | -4 | -3 | i | -7

no. | CSN deneddyl inh | SKN-1 inh | MLLE-PAM2 inh | Rin1 Abl inh
49 | 1 | 16 | 4 | -1
50 | -2 | -8 | 5 | -1
51 | -1 | -12 | -1 | -1
52 | -2 | 11 | 2 | -3

High-throughput results as filed in PubChem.
